CYP2C19 activ: human CYP2C19 activators, primary screen, biochemical, luminescence; 96,000 tested, under 10 active; recombinant CYP2C19, luciferin-H EGE luminescence; active compounds read high; 0 = fully inhibited enzyme, 1 = untreated enzyme; Cytochrome P450 2C19 (Homo sapiens), P33261; activation factor at 5 µM;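 active = activation factor of at least 2 at 5 µM in the primary screen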;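 note: 0 = wells with 2.5 mM tranylcypromine and 1 = vehicle-only wells; values of inactives mirror those of a sister screen read the other way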
CYP2C9 act: human CYP2C9 activators, primary screen, biochemical, luminescence. Cytochrome P450 2C9 (Homo sapiens), P11712. recombinant CYP2C9, luciferin-H conversion; active compounds read high; factor 1 = untreated enzyme, 0 = blocked. activation factor at 5 µM. hit rate 1.4% among 96,000;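 active = activation factor of 2 or more for CYP2C9 at a 5 µM dose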;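 note: 0 = sulfaphenazole-blocked wells and 1 = vehicle-only wells; values of inactives mirror those of a sister screen read the other way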
Target sequence (P11712 whole entry, looked up): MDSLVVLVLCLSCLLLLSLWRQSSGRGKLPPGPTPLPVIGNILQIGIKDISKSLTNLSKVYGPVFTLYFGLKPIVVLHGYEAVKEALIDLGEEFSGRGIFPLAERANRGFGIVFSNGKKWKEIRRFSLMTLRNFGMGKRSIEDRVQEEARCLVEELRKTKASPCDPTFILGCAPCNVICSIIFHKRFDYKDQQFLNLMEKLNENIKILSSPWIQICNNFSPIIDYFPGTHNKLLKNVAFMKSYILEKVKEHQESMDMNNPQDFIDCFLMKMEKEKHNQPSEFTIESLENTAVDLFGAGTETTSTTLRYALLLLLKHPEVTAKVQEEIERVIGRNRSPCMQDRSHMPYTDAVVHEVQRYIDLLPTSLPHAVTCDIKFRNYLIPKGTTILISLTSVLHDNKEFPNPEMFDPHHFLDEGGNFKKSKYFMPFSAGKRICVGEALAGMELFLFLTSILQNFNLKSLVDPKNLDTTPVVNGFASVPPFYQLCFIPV
HIV Rev-RRE inh: HIV-1 Rev-RRE binding inhibitors, primary screen, biochemical, FRET, protein-RNA interaction. Rev peptide-RRE RNA binding. inhibition, % at 8 µM. hit rate 0.79% among 97,000. P05866;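 active = inhibition above the screen-wide mean plus 3 SD, cut at about 35% in these data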;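 note: 0% = median DMSO wells and 100% = median Neomycin B control wells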
Target sequence (P05866 whole entry, looked up): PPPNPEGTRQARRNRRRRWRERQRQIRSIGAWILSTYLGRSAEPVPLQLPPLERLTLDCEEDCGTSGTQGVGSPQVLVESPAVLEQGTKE
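Assay system: Labelled RRE RNA duplex and labelled Rev peptide | Times: 5 min preincubation and 15 min binding, 25 °C | Detection: FRET, ex 480 nm, em 540 and 671 nm | Evaluation: % inhibition of FRET ratio versus controls | Benchmarks: DMSO wells as 0% and neomycin B wells as 100% inhibition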
EphB4 antag: EphB4-ephrin-B2 interaction antagonists, primary screen, biochemical, TNYL-RAW peptide probe, fluorescence polarization; Ephrin type-B receptor 4 (Homo sapiens), P54760; EphB4 LBD / TNYL-RAW-Alexa532 peptide; inhibition, % at 7 µM; hit rate 0.15% among 97,000;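 active = inhibition above the screen-wide mean inhibition plus 3 SD, cut at about 15% in these data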;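 note: 0% = DMSO wells and 100% = excess unlabeled TNYL-RAW peptide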
PLK1 inh: human PLK1 kinase inhibitors, primary screen, biochemical, TR-FRET; Serine/threonine-protein kinase PLK1 (Homo sapiens), P53350; recombinant PLK1 kinase, TR-FRET peptide phosphorylation; inhibition, % at 10 µM; hit rate 0.53% among 97,000; AID 619, 2007;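 active = inhibition of 50% or more in the single-concentration screen; inactive = inhibition below 50%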;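 note: 0% = DMSO max control and 100% = H-89 dihydrochloride min control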
Plk1 PBD FP: Plk1 polo box domain binding inhibitors, primary screen, biochemical, fluorescence polarization; hit rate 0.13% among 97,000; inhibition, %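 (tested at about 20 µM)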; Plk1 PBD phosphopeptide binding; in the data active = inhibition above about 34%, passing the limit was not always enough
CYP2C19 inhib: blockers of cytochrome P450 2C19 activity – biochemical, luminescence, ADME assay, primary screen; CYP2C19 Supersomes, luciferin-H EGE luminescence, 30 min; AID 778, 2007; hit rate 21% among 96,000; inhibition, % at 5 µM; P33261;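 active = CYP2C19 inhibition above a set limit at 5 µM in the primary screen, cut at about 50% in these data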;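 note: plate controls were negative control wells for no effect and 2.5 mM tranylcypromine positive control for full effect; values of inactives mirror those of a sister screen read the other way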
PLAP act: PLAP enzyme activators, biochemical, luminescence, HTS; Alkaline phosphatase, placental type (Homo sapiens), P05187; purified PLAP enzyme, luminescent substrate read-out; active compounds read high; activation fold at 20 µM; hit rate 1.2% among 96,000; AID 696, 2007; in the data active = activation fold above about 2
Target sequence (P05187 whole entry, looked up): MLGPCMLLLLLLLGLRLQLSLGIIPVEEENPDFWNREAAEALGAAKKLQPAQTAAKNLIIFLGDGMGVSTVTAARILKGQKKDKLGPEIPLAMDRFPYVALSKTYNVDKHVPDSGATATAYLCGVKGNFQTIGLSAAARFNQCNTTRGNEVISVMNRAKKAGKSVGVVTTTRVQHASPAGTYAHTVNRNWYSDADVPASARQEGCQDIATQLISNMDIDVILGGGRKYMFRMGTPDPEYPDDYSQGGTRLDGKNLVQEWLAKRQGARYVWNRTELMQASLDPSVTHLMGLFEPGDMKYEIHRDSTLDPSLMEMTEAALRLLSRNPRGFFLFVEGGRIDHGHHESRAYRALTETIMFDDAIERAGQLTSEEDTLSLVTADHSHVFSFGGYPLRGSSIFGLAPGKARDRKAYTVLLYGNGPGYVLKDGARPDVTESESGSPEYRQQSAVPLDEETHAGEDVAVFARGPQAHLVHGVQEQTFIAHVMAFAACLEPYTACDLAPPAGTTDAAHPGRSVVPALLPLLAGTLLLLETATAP
CYP2C9 inh: blockers of cytochrome P450 2C9 activity – biochemical, luminescence, ADME assay, primary screen | P11712 | CYP2C9 Supersomes, luciferin-H conversion | inhibition, % at 5 µM | hit rate 20% among 96,000 | AID 777, 2007;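 active = blocking of liver enzyme CYP2C9 beyond about 50% at 5 µM, limit read from the data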; note: values of inactives mirror those of a sister screen read the other way
An asterisk follows results filed as active; / = no result given.

CYP2C9 inh,Plk1 PBD FP,PLAP act,CYP2C19 activ,HIV Rev-RRE inh,CYP2C19 inhib,EphB4 antag,PLK1 inh,CYP2C9 act,SMILES
4,40,1,1,-1,2,-3,-10,1,CCC(=O)N(CC(=O)Nc1sc(C)c(C)c1C(N)=O)C1CCCCC1
49,2,1.6,0.2,1,78*,-3,-11,0.5,Cc1nc(SC(C(=O)c2ccccc2)c2ccccc2)n[nH]1 (stereo unspecified)
14,-14,1,0.9,1,9,-8,-12,0.9,CCC(C)NC(=O)C1CCCN(S(=O)(=O)c2ccc(-n3cnnn3)cc2)C1 (stereo unspecified)
-113,-28,1.8,0.4,7,59*,-1,-7,2.1*,COc1cc(OC)c(C2=NOC(C(=O)N3CCc4ccccc4C3)C2)cc1Cl (stereo unspecified)
-17,3,1,1.1,3,-7,4,-8,1.2,COc1ccccc1CNC(=O)CCC(=O)Nc1nnc(C)s1
/,9,/,/,20,/,-5,2,/,CCC(O)CNc1nc(SC)nc2sc3c(c12)CCN(C)C3 (stereo unspecified)
-10,17,1.2,1.1,7,-5,-4,-14,1.1,CCCCOc1cccc(C(=O)O)c1
16,-15,2.5*,0.6,9,36,1,-4,0.8,COc1cc(CNc2ncn[nH]2)cc(Br)c1OC
-14,19,1.2,1.1,-1,-5,-2,-8,1.1,Cc1cccc(C)c1NC(=O)C(c1ccccc1)N1CCC1=O (stereo unspecified)
-19,-6,1,1,5,0,-3,-11,1.2,O=C(N1CCOCC1)N1CCCN(C(=O)N2CCOCC2)CC1
16,-4,0.9,0.9,18,12,1,-2,0.8,CC(C)c1cc(C(=O)Nc2cccc(C(F)(F)F)c2)no1
99*,-53,1.6,0.1,4,89*,6,-17,0,Cc1cc(/C=C(/C#N)c2cccc(F)c2)c(C)n1-c1cccnc1
35,-12,1.1,0.4,4,56*,-1,-5,0.7,CNC(=O)C1CC(=O)N(Cc2ccc3c(c2)OCO3)C(=Nc2ccc(OC)cc2)S1 (stereo unspecified)
58*,13,1.7,1,2,-1,4,-14,0.4,Cc1ccnc(NS(=O)(=O)c2ccc(NC(=O)C34CC5CC(C)(CC(C)(C5)C3)C4)cc2)n1
14,-10,1.2,0.9,1,12,-1,-8,0.9,COc1cccc2cc(C(=O)NCc3ccco3)c(=Nc3ccc(C(=O)O)cc3)oc12
31,-13,1,1,-3,-3,-4,-4,0.7,CCOC(=O)c1ccc(NC(=O)Cn2nnc(-c3ccccc3)n2)cc1
16,-5,1.7,0.8,18,21,2,-14,0.8,N=c1c2c(-c3ccccc3)c(-c3ccccc3)n(Cc3ccco3)c2ncn1CCN1CCOCC1
39,7,1,0.8,4,16,0,-11,0.6,CCOc1ccc(N2CC(C(=O)OCC(=O)NCc3ccccc3)CC2=O)cc1 (stereo unspecified)
34,-2,1.1,0.8,5,18,5,-9,0.7,Cc1ccc(C(=O)N/C(=C\c2sccc2C)C(=O)NCc2ccco2)cc1
93*,2,1.6,0.1,3,86*,1,-9,0.1,O=C(CSCc1ccccc1)N1CCN(c2cccc(C(F)(F)F)c2)CC1
16,-7,0.7,0.4,15,58*,1,5,0.8,O=[N+]([O-])c1ccc(Oc2cccc(Br)c2)c2ccncc12
-23,17,0.9,1.2,6,-21,2,-8,1.2,COc1cc(C2CC(=O)NC3=C2C(=O)CC(C)(C)C3)cc(OC)c1O (stereo unspecified)
67*,-17,1.1,0.2,-6,82*,2,-4,0.3,CCN(CCCNC(=O)CN1C(=O)COc2ccccc21)c1cccc(C)c1
28,/,1.1,0.9,/,8,/,/,0.7,Cc1cnn(-c2nc(-c3cccs3)cc(C(F)(F)F)n2)c1
-1,-3,1,1,8,4,-6,46,1,CC1CN(C(=O)c2ccc3c(c2)OCO3)CC(C)O1 (stereo unspecified)
3,-20,0.9,1,7,-4,0,-9,1,O=C(CN1C(=O)C2C3C=CC(C3)C2C1=O)NCc1ccccc1 (stereo unspecified)
-1,12,1,0.9,-4,10,-12,6,1,CCCNC(=O)c1cccc(C(F)(F)F)c1
-19,10,1.1,1,2,-1,-5,2,1.2,C=CCNc1nc(NCc2ccco2)nc(OCC)n1
-15,1,1.1,1.2,11,-18,6,-9,1.1,CON(C)c1nc(Oc2ccc(=O)[nH]n2)nc(N(C)C)n1
-1,7,1.7,0.9,-3,12,-5,-21,1,COC(=O)c1ccc(C2c3c(oc4ccccc4c3=O)C(=O)N2CCCN2CCOCC2)cc1 (stereo unspecified)

Four entries from above in a different format:
> C=CCNc1nc(NCc2ccco2)nc(OCC)n1
  CYP2C9 inh: -19
  Plk1 PBD FP: 10
  PLAP act: 1.1
  CYP2C19 activ: 1
  HIV Rev-RRE inh: 2
  CYP2C19 inhib: -1
  EphB4 antag: -5
  PLK1 inh: 2
  CYP2C9 act: 1.2

> CON(C)c1nc(Oc2ccc(=O)[nH]n2)nc(N(C)C)n1
  CYP2C9 inh: -15
  Plk1 PBD FP: 1
  PLAP act: 1.1
  CYP2C19 activ: 1.2
  HIV Rev-RRE inh: 11
  CYP2C19 inhib: -18
  EphB4 antag: 6
  PLK1 inh: -9
  CYP2C9 act: 1.1

> CCOC(=O)c1ccc(NC(=O)Cn2nnc(-c3ccccc3)n2)cc1
  CYP2C9 inh: 31
  Plk1 PBD FP: -13
  PLAP act: 1
  CYP2C19 activ: 1
  HIV Rev-RRE inh: -3
  CYP2C19 inhib: -3
  EphB4 antag: -4
  PLK1 inh: -4
  CYP2C9 act: 0.7

> CC(C)c1cc(C(=O)Nc2cccc(C(F)(F)F)c2)no1
  CYP2C9 inh: 16
  Plk1 PBD FP: -4
  PLAP act: 0.9
  CYP2C19 activ: 0.9
  HIV Rev-RRE inh: 18
  CYP2C19 inhib: 12
  EphB4 antag: 1
  PLK1 inh: -2
  CYP2C9 act: 0.8

(cont.)
CYP2C9 inh,Plk1 PBD FP,PLAP act,CYP2C19 activ,HIV Rev-RRE inh,CYP2C19 inhib,EphB4 antag,PLK1 inh,CYP2C9 act,SMILES
/,-12,/,/,7,/,2,-4,/,CCOC(=O)c1sc(NC(=O)C2CC2)cc1C
17,-15,1.2,0.6,9,41,4,-16,0.8,Cc1ccn(C(=O)c2ccc(NC(=O)C3CCCCC3)cc2)n1
-24,-18,0.9,1.1,11,-13,1,-17,1.2,Cc1c(Cl)cccc1NC(=O)CSCC(N)=O
-5,10,1.6,1.1,0,-8,-2,-8,1.1,Cn1c(SCC(=O)N2CCCCC2)nnc1-c1ccc(S(=O)(=O)N2CCOCC2)cc1
-52,12,1,0.8,0,19,-4,-6,1.5,CC1(C)Cc2c(ccc3ccccc23)C(=O)N1
52*,-9,1.5,0.7,7,28,-1,-7,0.5,CCOC(=O)N1CCN(C(=O)C(=O)Nc2ccc3nc4n(c(=O)c3c2)CCCCC4)CC1
22,-16,1.1,0.9,7,5,4,-10,0.8,O=C(CCc1ccc(S(=O)(=O)N2CCOCC2)cc1)Oc1ccccc1
37,-17,1.1,0.8,0,23,-8,-11,0.6,CCOC(=O)c1cnc(-n2cc(C)cn2)nc1NCc1ccc2c(c1)OCO2
-43,6,1.1,0.8,-4,16,4,-11,1.4,CC(C)c1nnc(NC(=O)CN(C)S(=O)(=O)c2ccc3c(c2)OCCO3)s1
-9,4,1,0.7,6,27,-3,-10,1.1,CC(C)n1cc(NC(=O)C2CC(c3cccc(Br)c3)=NO2)cn1 (stereo unspecified)

The closing 2 compounds of the section before are carried over, then new ones follow:
CYP2C9 inh,Plk1 PBD FP,PLAP act,CYP2C19 activ,HIV Rev-RRE inh,CYP2C19 inhib,EphB4 antag,PLK1 inh,CYP2C9 act,SMILES
-43,6,1.1,0.8,-4,16,4,-11,1.4,CC(C)c1nnc(NC(=O)CN(C)S(=O)(=O)c2ccc3c(c2)OCCO3)s1
-9,4,1,0.7,6,27,-3,-10,1.1,CC(C)n1cc(NC(=O)C2CC(c3cccc(Br)c3)=NO2)cn1 (stereo unspecified)
85*,18,1.4,0.6,4,44,0,-3,0.2,Cc1ccccc1-c1cc(C(=O)Nc2sc(C(=O)OC(C)C)c(C)c2C#N)c2ccccc2n1
-5,29,1.1,1,6,5,6,-2,1,COC(=O)C1=C(C)N=c2s/c(=C/c3cccs3)c(=O)n2C1c1cccs1 (stereo unspecified)
5,1,1.1,0.7,2,26,10,-9,0.9,CCC(CC)NC(=O)Cc1ccccc1[N+](=O)[O-]
26,/,1.7,1,/,4,/,/,0.7,COc1ccc(-n2c(Cc3cccn3C)nnc2SCC(=O)NCc2ccccc2Cl)cc1
63*,-24,1.3,0.6,-5,42,-5,10,0.4,Cc1ccc(S(=O)(=O)N2CCN(C(=O)c3cc4c(C)nn(-c5ccccc5C)c4s3)CC2)cc1
93*,-2,0.8,0,2,100*,2,-3,0.1,CC(CC(=O)c1cccs1)CC(=O)c1cccs1
11,-15,0.9,1,0,0,-4,-9,0.9,N=c1ccn(Cc2ccc(Cl)cc2Cl)cc1
72*,15,0.9,0.7,6,33,4,-3,0.3,O=C(COc1ccc(S(=O)(=O)N2CCCCC2)cc1)NC1CCCCC1
76*,-10,1.1,0.8,-4,17,-1,-12,0.2,CCN(CCO)c1ncnc2c1sc1nc(C(C)C)c3c(c12)CC(C)(C)OC3
4,6,1.1,0.2,11,77*,1,47,1,Cc1ccnc(Sc2ccc([N+](=O)[O-])cc2[N+](=O)[O-])n1
1,/,0.9,1,/,4,/,/,1,O=c1nc2n(c3ccccc13)Cc1ccccc1-2
14,-15,0.8,0.9,1,8,6,-9,0.9,COC(=O)c1sccc1NC(=O)/C=C\c1ccc(Cl)cc1Cl
-3,10,1,1.1,0,-13,-1,-1,1,O=C(CSc1nnc(-c2ccc(OC(F)F)cc2)o1)NC(=O)NCc1ccco1
70*,10,1,0.1,13,94*,-3,-7,0.3,CCOc1ccccc1N1CCN(S(=O)(=O)c2cccc3nsnc23)CC1
26,/,0.9,0.8,/,20,/,/,0.7,Cc1ccc(Nc2nc(C3CC3)cs2)cc1
17,-3,0.8,0.9,5,6,0,-38,0.8,CC(C)CCn1cnc2c(NCc3ccccc3)ncnc21
55*,4,1,1.1,20,-5,1,1,0.4,COc1ccc(N/C(=C(/C(Cl)=C(Cl)Cl)[N+](=O)[O-])n2nnc3ccccc32)cc1
87*,4,0.9,0.2,0,81*,-6,-2,0.1,CN(CC(=O)Nn1cnnc1)S(=O)(=O)c1cc(Cl)ccc1Cl
96*,1,1.8,0.1,3,86*,-1,-7,0,COc1cc(NS(=O)(=O)c2ccc(NC(=O)COc3ccccc3Cl)cc2)nc(OC)n1
1,-13,1.3,1.2,2,-16,9,-10,1,COc1ccc(NC(=O)CSc2nnc(C(C)C)n2N)cc1
/,6,/,/,6,/,5,-1,/,O=c1c2c(ncn1CCO)nc1n2CCC1
2,-1,1.5,1.1,-1,-7,6,-5,1,c1ccc2c(N3CCCCC3)nc(N3CCCC3)nc2c1
-38,-6,0.8,1.2,10,-18,4,-2,1.4,O=C(CN1C(=O)NC2(CCSC2)C1=O)N1CCN(c2ccc(F)cc2)CC1 (stereo unspecified)

Quoted at random: two entries already listed
CYP2C9 inh,Plk1 PBD FP,PLAP act,CYP2C19 activ,HIV Rev-RRE inh,CYP2C19 inhib,EphB4 antag,PLK1 inh,CYP2C9 act,SMILES
4,6,1.1,0.2,11,77*,1,47,1,Cc1ccnc(Sc2ccc([N+](=O)[O-])cc2[N+](=O)[O-])n1
16,-5,1.7,0.8,18,21,2,-14,0.8,N=c1c2c(-c3ccccc3)c(-c3ccccc3)n(Cc3ccco3)c2ncn1CCN1CCOCC1

The order is random (roughly 29% active in at least one column).
